Screening data as filed in PubChem.
Pin1 inh = inhibitors of human Pin1; Q13526; actives 0.009% (n = 390,000); AID 504891; Pin1 FP peptide displacement, HiFluor488, 10 min; Potency, µM (titrated, usually from 115 µM), without a hit: top-dose activity, negative = inhibition, usual class: inhibitors; active = well fitted inhibition curve with a large enough effect in the polarisation, with a control signal flat, not every such curve was filed as active; inconclusive = small, poorly fitted or top-dose-only effect, or effect the other way, or a change in a side signal; inactive = no such curve, though single readings can be large or run the other way; the % refers to the polarisation; also: % is scaled to controls: 0 for no effect and ±100 for the full control effect
Target sequence (Q13526 whole entry, looked up): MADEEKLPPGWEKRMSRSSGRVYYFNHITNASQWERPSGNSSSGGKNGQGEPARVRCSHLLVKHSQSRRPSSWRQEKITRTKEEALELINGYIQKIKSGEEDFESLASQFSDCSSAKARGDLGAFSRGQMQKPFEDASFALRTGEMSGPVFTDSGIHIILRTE
RGS4 inh = inhibitors of human regulator of G protein signaling 4. P49798. Transcreener GDP fluorescence polarization, RGS4-accelerated GTP hydrolysis. Potency, µM (doses to about 114 µM), inactives show top-dose activity change, negative = inhibition, usual class: inhibitors. actives 0.039% (n = 390,000); also: % is scaled to controls: 0 for no effect and ±100 for the full control effect; nearly all actives have a fitted effect of over 75% in size; some results filed as inactive show a strong effect at the top dose
Target sequence (P49798 whole entry, looked up): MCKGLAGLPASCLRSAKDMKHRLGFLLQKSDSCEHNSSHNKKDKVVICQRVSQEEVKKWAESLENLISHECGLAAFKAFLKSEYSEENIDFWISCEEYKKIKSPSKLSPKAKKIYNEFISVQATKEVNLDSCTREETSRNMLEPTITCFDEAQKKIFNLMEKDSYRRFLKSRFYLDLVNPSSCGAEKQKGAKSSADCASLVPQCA
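MLSMR compounds (23 nl, pin-transferred) preincubated 10 min at room temperature with a 500nM (2x) first reagent, then RGS4 at 900nM (2x) plus Transcreener GDP mix added; fluorescence polarization (620/688 nm) read before and after 90 min at 30 °C.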
rTrxR1 inhibitor = rat TrxR1 inhibition | Potency, µM (titrated, usually from 114 µM), inactives show at the highest dose activity change, negative = inhibition, usual class: inhibitors | recombinant rTrxR1, NADPH fluorescence consumption, selenite substrate | actives 1% (n = 390,000); also: % is scaled to controls: 0 for no effect and ±100 for the full control effect; nearly all actives have a fitted effect of over 65% in size
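Rat TrxR1 (90 nM in the dispensed reagent) was pre-reduced with 400 uM NADPH for 5 min at room temperature, then incubated with compound for 15 min. After 400 uM selenite was added, NADPH fluorescence (Ex 340/Em 450 nm) was followed for 8 min.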
JMJD2A Tudor inh = blocks the human JMJD2A Tudor domain. actives 4.4% (n = 390,000). AlphaScreen JMJD2A-Tudor / H3K4me3 peptide binding. Potency, µM (titrated, usually from 114 µM), for the others: at the highest dose activity change, negative = inhibition, hits mostly inhibitors. O75164; also: % is scaled to controls: 0 for no effect and ±100 for the full control effect; nearly all actives have a fitted effect of over 50% in size
HP1b chromo inh = inhibitors of HP1-beta chromodomain binding to methylated histone tails. AlphaScreen HP1-beta / biotin-H3K9me3 peptide binding. actives 0.56% (n = 390,000). Potency, µM (doses to about 114 µM), inactives show at the top dose activity change, negative = inhibition, hits mostly inhibitors. P83916; also: nearly all actives have a fitted effect of over 70% in size; inactives centre near 23
Target sequence (P83916 whole entry, looked up): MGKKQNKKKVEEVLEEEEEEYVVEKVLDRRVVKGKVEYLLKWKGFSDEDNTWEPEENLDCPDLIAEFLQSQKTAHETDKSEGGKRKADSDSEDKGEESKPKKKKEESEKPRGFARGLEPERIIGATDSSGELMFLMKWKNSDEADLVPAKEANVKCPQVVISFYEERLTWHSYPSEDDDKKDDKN
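AlphaScreen: HP1-beta (50 nM) preformed 30 min with biotin-H3(1-18)K9me3 peptide (50 nM) in PBS pH 7.4, 0.01% Tween-20. Compound added for 30 min at RT, then streptavidin donor/nickel chelate acceptor beads (10 ug/mL) for 30 min.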
ALOX12 inh = inhibitors of human 12S-lipoxygenase ALOX12 | purified 12hLO, xylenol orange hydroperoxide absorbance | Potency, µM (top dose mostly 108 µM), for the others: at the top dose activity change, negative = inhibition, actives largely listed as inhibitors | P18054 | actives 1.1% (n = 580,000); also: % is scaled to controls: 0 for no effect and ±100 for the full control effect
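Purified human 12hLO (150 nM final) in 25 mM Hepes, 0.01% Triton X-100, pH 7.0 was preincubated 15 min at room temperature with compound. Then 40 uM arachidonic acid was added, 30 min. Hydroperoxide was read by Fe-XO absorbance ratio 573/405 nm.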
ERG Ets-DNA blk = ERG Ets/DNA interaction inhibition | P11308 | fluorescence polarization, His-ERG Ets domain / labelled DNA | Potency, µM (highest dose often 76.9 µM), for the others: top-dose FP activity, negative = inhibition, hits mostly inhibitors | actives 0.028% (n = 370,000); active = well fitted inhibition curve with a large enough effect in the polarisation, with a control signal flat; inconclusive = small, poorly fitted or top-dose-only effect, or effect the other way, or a change in a side signal; inactive = no such curve, though single readings can be large or run the other way; the % refers to the polarisation;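 also: polarization taken with two DNA probes labelled with fluorescein and Texas red; % of control where 0% means no effect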
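His-tagged ERG Ets domain (1 uM in the protein solution; 300mM KCl, 50mM Tris-HCl, 1mM EDTA, 1mM DTT, pH 7.5) received compound, then a probe mix of 5 nM fluorescein-DNA and 100nM Texas-615-DNA. Fluorescence polarization was read for both dyes.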
PGK inhibitor = blocks T. brucei phosphoglycerate kinase | AID 602233 | PGK/GAPDH coupled, Kinase-Glo luminescence, 60 min | actives 0.043% (n = 380,000) | Potency, µM (titrated, usually from 57.5 µM), without a hit: top-dose activity change, negative = inhibition, hits mostly inhibitors | P07378; also: % is scaled to controls: 0 for no effect and ±100 for the full control effect; nearly all actives have a fitted effect of over 60% in size
Target sequence (P07378 whole entry, looked up): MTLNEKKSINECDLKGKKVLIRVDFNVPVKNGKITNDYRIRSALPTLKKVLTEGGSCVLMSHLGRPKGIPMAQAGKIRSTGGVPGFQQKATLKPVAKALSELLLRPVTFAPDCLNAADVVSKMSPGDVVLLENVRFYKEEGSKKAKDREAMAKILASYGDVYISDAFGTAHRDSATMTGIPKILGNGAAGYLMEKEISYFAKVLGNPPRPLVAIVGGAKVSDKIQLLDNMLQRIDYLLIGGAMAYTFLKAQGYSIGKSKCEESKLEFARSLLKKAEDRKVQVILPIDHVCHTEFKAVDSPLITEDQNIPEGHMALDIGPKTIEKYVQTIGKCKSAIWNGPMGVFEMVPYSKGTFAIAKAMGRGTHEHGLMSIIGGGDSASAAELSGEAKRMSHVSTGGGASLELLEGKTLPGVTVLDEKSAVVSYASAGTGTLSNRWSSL
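Recombinant glycosomal PGK reaction used 1,3-bisphosphoglycerate generated in-well by GAPDH (100nM final) in 100mM TEA pH 7.6, 5mM MgCl2, 0.01% Tween-20. After 60 minutes at room temperature, ATP was read by Kinase-Glo Plus luminescence end-point.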
GLS inhibitor = glutaminase GLS (human) inhibition; GLS enzymatic activity, qHTS titration; Potency, µM (top dose mostly 45.5 µM), inactives show at the top dose activity change, negative = inhibition, most hits filed as inhibitors; actives 0.21% (n = 410,000); AID 624170; also: % is scaled to controls: 0 for no effect and ±100 for the full control effect
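Coupled fluorescence readout: glutamate oxidase/HRP/Amplex Red detect glutamate formed by hKGA from L-glutamine (1 mM solution added). Buffer 45 mM KH2PO4 pH 8.2, 0.02% Tween-20; reads at t0 and 30 min RT.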
* marks the source's active call; other numbers are inactive results; i = inactive; ? = inconclusive; . = no result given; [ ] = another dose, or the depositor's remark. Unless noted, calls follow the shape of the dose curve; as a rule, active = well fitted curve in the direction sought with a large enough effect; inconclusive = small, poorly fitted or top-dose-only effect, or another doubt; inactive = no such curve, though single readings can be large; an effect the other way counts as inactive or inconclusive. Potency is read from the fitted curve at half-maximal effect.

SMILES	Pin1 inh	RGS4 inh	rTrxR1 inhibitor	JMJD2A Tudor inh	HP1b chromo inh	ALOX12 inh	ERG Ets-DNA blk	PGK inhibitor	GLS inhibitor
O=C(CSc1nc2ccccc2c(=O)[nH]1)c1ccc(O)cc1O	0%	-18%	4%	-8%	15%	-19%	6%	-6%	16%
CCNC(=O)c1ccc(NS(=O)(=O)c2ccccc2)cc1	-9%	5%	9%	-15%	17%	4%	.	.	4%
CCOC(=O)CNC(=S)N(Cc1ccccc1)Cc1ccccc1F	0%	-11%	29%[57.1 µM]	0%	65%[activator]	-6%	12%	-5%	-2%
COc1ccc(C2NC(=O)NC(c3ccccc3)=C2c2nc3ccccc3s2)cc1 (stereo not given)	4%	5%	26%	?	-13%	17%	2%	-5%	2%
Cn1cc(CN2C[C@]3(C)C[C@H]2CC(C)(C)C3)c(-c2ccc3c(c2)OCCO3)n1	2%	-11%	0%	-8%	22%	-4%	-5%	15%	0%
COc1ccccc1OCCNC(=O)c1cccc(S(=O)(=O)N2CCN(C)CC2)c1	0%	-16%	6%	-1%	35%	8%	-9%	-9%	-16%
O=C1Nc2ccc(Br)cc2/C1=C/C1CC=CCC1 (stereo not given)	?	-31%	-5%	2%	60%[activator]	?	-5%	11%	7%
COc1cccc(NC(=S)N(CCCN2CCOCC2)Cc2cn(C)c3ccccc23)c1	-3%	-19%	6%[57.1 µM]	?	-14%	19%	10%	-6%	?
CC(C)CN1CCc2nc(N3CCN(C)CC3)ncc2C1	-1%	-5%	5%[57.1 µM]	-30%	43%	-1%	-1%	0%	2%
CC(NC(=O)COC(=O)c1ccc2ccccc2n1)C1CC2CCC1C2 (stereo not given)	15%	?	21%	-13%[57.1 µM]	3%	1%	0%	-4%	-11%
Cc1ccc(NCc2n[nH]c(=S)n2-c2ccccc2)c(C)c1	-6%	-8%	-1%	56µM*	1%	-27%	3%	-6%	-26%
NNc1cc([N+](=O)[O-])cc2c1C(=O)N(Cc1ccccc1)S2=O (stereo not given)	?	?	13%	56µM*	-2%	?	2%	-8%	-6%
COc1ccc(CCNC(=O)Cn2c(=O)n(CCCC(=O)NCc3ccco3)c(=O)c3sccc32)cc1OC	-2%	-8%	13%	-2%	44%[activator]	6%	?	-10%	-12%
CC[C@]12C(=O)N(C)C[C@H]([C@@H]3C(=O)N(C)C(=O)[C@@H]31)N2C(=O)c1ccc(C(F)(F)F)cc1	4%	-22%	-4%[57.1 µM]	-6%	80%[activator]	2%	12%	-8%	0%
CC1CN(C(=O)c2cc3cc(F)ccc3[nH]2)CC(C)O1 (stereo not given)	2%	16%	14%	-5%	29%	10%	12%	1%	-1%
O=C(Cn1cnc2ccccc21)OCC(=O)N1CCCCC1	0%	0%	4%[57.1 µM]	-16%	12%	-14%	7%	-3%	7%
Cn1nc(-c2ccc(C(=O)Nc3cccnc3)cc2)c2ccccc2c1=O	6%	-55%	16%[57.1 µM]	-6%	56%[activator]	0%	-17%	-9%	-13%
Cc1ccc(S(=O)(=O)N(C)c2ccc(OCC(=O)Nc3nnc(C4CC4)s3)cc2)cc1	24%	5%	9%	-12%	32%	-2%	-11%	-10%	-1%
O=c1[nH]cnc2sc3c(c12)CCCCC3	1%	-6%	-27%	-10%	19%	5%	1%	17%	12%
COc1cc(NC(=O)c2cccs2)c(C(=O)OCC(=O)c2cc(C)n(-c3ccc(F)cc3)c2C)cc1OC	8%	-3%	25%[57.1 µM]	-18%	15%	-24%	-5%	-10%	-2%

As a working copy, part of the list above.
SMILES	Pin1 inh	RGS4 inh	rTrxR1 inhibitor	JMJD2A Tudor inh	HP1b chromo inh	ALOX12 inh	ERG Ets-DNA blk	PGK inhibitor	GLS inhibitor
COc1ccc(CCNC(=O)Cn2c(=O)n(CCCC(=O)NCc3ccco3)c(=O)c3sccc32)cc1OC	-2%	-8%	13%	-2%	44%[activator]	6%	?	-10%	-12%
CC[C@]12C(=O)N(C)C[C@H]([C@@H]3C(=O)N(C)C(=O)[C@@H]31)N2C(=O)c1ccc(C(F)(F)F)cc1	4%	-22%	-4%[57.1 µM]	-6%	80%[activator]	2%	12%	-8%	0%
CC1CN(C(=O)c2cc3cc(F)ccc3[nH]2)CC(C)O1 (stereo not given)	2%	16%	14%	-5%	29%	10%	12%	1%	-1%
O=C(Cn1cnc2ccccc21)OCC(=O)N1CCCCC1	0%	0%	4%[57.1 µM]	-16%	12%	-14%	7%	-3%	7%
Cn1nc(-c2ccc(C(=O)Nc3cccnc3)cc2)c2ccccc2c1=O	6%	-55%	16%[57.1 µM]	-6%	56%[activator]	0%	-17%	-9%	-13%
Cc1ccc(S(=O)(=O)N(C)c2ccc(OCC(=O)Nc3nnc(C4CC4)s3)cc2)cc1	24%	5%	9%	-12%	32%	-2%	-11%	-10%	-1%
O=c1[nH]cnc2sc3c(c12)CCCCC3	1%	-6%	-27%	-10%	19%	5%	1%	17%	12%
COc1cc(NC(=O)c2cccs2)c(C(=O)OCC(=O)c2cc(C)n(-c3ccc(F)cc3)c2C)cc1OC	8%	-3%	25%[57.1 µM]	-18%	15%	-24%	-5%	-10%	-2%

Later entries
SMILES	Pin1 inh	RGS4 inh	rTrxR1 inhibitor	JMJD2A Tudor inh	HP1b chromo inh	ALOX12 inh	ERG Ets-DNA blk	PGK inhibitor	GLS inhibitor
Cc1ccc(CNC(=O)CCCN2C(=O)c3cccnc3Oc3ccc(Cl)cc32)cc1	0%	12%	8%	-15%	28%	?	-4%	2%	-14%
Cc1ccc(NC(=O)Cn2nc(C(=O)O)c3ccccc3c2=O)cc1S(=O)(=O)N1CCOCC1	17%	-17%	12%	-5%	27%	192%[activator]	-8%	-3%	-8%
COc1ccc(NC(=O)C2C3C=CC4(O3)C2C(=O)N(CCN2CCCCC2C)C4C(=O)NC2CCCC(C)C2C)cc1 (stereo not given)	10%	-2%	6%	-23%	5%	-9%	2%	i	-7%
COc1ccccc1C(CNC(=O)c1cccc(S(=O)(=O)Nc2ccc(F)cc2)c1)N(C)C (stereo not given)	-2%	20%	10%	-26%	25%	10%	-4%	i	4%
Cc1ccc(-c2nnn(CC(=O)N(CC3CCCO3)C(C(=O)NC3CCCC3)c3ccc(F)cc3)n2)o1 (stereo not given)	1%	3%	-59%[57.1 µM]	-12%	21%	23%	6%	-1%	2%
O=C(NCc1cccnc1)c1ccc2c(=O)n(CCCN3CCCC3=O)c(=S)[nH]c2c1	8%	-2%	-12%	?	54%[activator]	?	-11%	-7%	.
O=C(COc1ccc(-n2cnnn2)cc1)NC(=O)NCc1ccccc1	2%	20%	-11%	-15%	18%	-13%	7%	-3%	-1%
Cc1ccc(C(=O)C(C)OC(=O)Cc2n[nH]c(=O)c3ccccc23)cc1 (stereo not given)	2%	3%	4%	-6%	16%	?	13%	-3%	-5%
COc1ccccc1NC(=O)/C(=C\c1cccnc1)NC(=O)c1ccc(C)cc1	-22%	2%	14%	1%	51%[activator]	-5%	15%	i	-11%
Cc1[nH]c(-c2ccc(F)cc2)cc1C(=O)N1CCN(c2cccc(Cl)c2)CC1	4%	-10%[56.9 µM]	4%	?	-5%	-11%	5%	-4%	0%
Cn1c(=O)c2[nH]c(CNc3ccc(C(=O)O)cc3)nc2n(C)c1=O	-12%	-4%	5%[2.29 µM]	-11%	36%	-23%	-1%	-3%	0%
COc1ccc(NS(=O)(=O)c2ccc(NS(=O)(=O)c3ccc(SC)cc3)cc2)c(OC)c1	-1%	14%	7%	-24%	-4%	-16%	-4%	-3%	6%
CN(C(=O)COC(=O)C(C)(C)Oc1ccc(Cl)cc1)c1c(N)n(Cc2ccccc2)c(=O)[nH]c1=O	10%	-3%	-5%	-19%	5%	-7%	3%	-6%	3%
COc1cc2c3nnc(-c4ccccc4)c-3cn(Cc3ccccc3F)c2cc1OC	?	-6%	12%[57.1 µM]	0%	13%	?	6%	13%	0%
Cc1ccc2c(c1)N(C(=O)CCC(=O)NCCCN1CCC(Cc3ccccc3)CC1)CCO2	-18%	6%	31%[57.1 µM]	-24%	20%	2%	21%	-4%	7%
CN(CC(=O)Nc1cccc(F)c1)C(=O)CC1CCCC1	-3%	10%	-7%	-5%	13%	-4%	-6%	-5%	2%
CCOC(=O)c1ccc(N2C(=O)c3n[nH]c(-c4cccs4)c3C2c2ccc(C)cc2)cc1 (stereo not given)	-4%	3%	12%	-28%	18%	?	-4%	-16%	2%
FC(F)(F)c1ccccc1NC(=S)NN1CCOCC1	1%	2%	-13%	4%	35%[activator]	0%	13%	-6%	.
Cc1ccc(N(CC(=O)NC2CCCCC2)S(=O)(=O)c2c(C)nn(C)c2C)cc1	-4%	0%	4%	-12%	24%	-1%	8%	-6%	-3%
Cc1ccc([N+](=O)[O-])c(Oc2ncnc3c2oc2ccccc23)c1	-9%	26%	-4%[57.1 µM]	-12%	26%	?	2%	0%	-14%

Only part of the results is shown, so the mix of outcomes need not match the whole.
